Bioassay records as filed in PubChem.
TRb SRC2 PPI – qHTS for Inhibitors of the Interaction of Thyroid Hormone Receptor and Steroid Receptor Coregulator 2. Thyroid hormone receptor beta (Homo sapiens), P10828. TRbeta-SRC2 peptide binding, fluorescence polarization; receptor liganded with 1 µM T3. Potency, µM (top dose mostly 106 µM), for the others: at the highest dose activity change, negative = inhibition, hits mostly inhibitors. 0.065% of 280,000 active. AID 1469, 2008;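 note: plate controls were bound peptide for no effect and peptide without receptor for full effect; nearly all actives have a fitted effect of over 50% in size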
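Quantitative HTS by FP: 0.6 uM TRb LBD, 20 nM labeled SRC2 20-mer, 1 uM T3, 5% DMSO; 5 hr ambient incubation; % activity per concentration and potencies from concentration series.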
RECQ1 helicase – qHTS Assay for Inhibitors of RecQ-Like Dna Helicase 1 (RECQ1); ATP-dependent DNA helicase Q1 (Homo sapiens), P46063; RECQ1 DNA unwinding, red fluorescence kinetic read; Potency, µM (doses to about 57.3 µM), for inactives: top-dose activity, negative = inhibition, actives largely listed as inhibitors; 0.54% of 240,000 active; AID 2549, 2010;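 note: plate controls were vehicle for no effect and no enzyme for full effect; nearly all actives have a fitted effect of over 30% in size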
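50 nM RECQ1T1 preincubated 15 min with compound in Tris pH 8.0 buffer with MgCl2, DTT, Tween-20 and 2.5 ug/ml poly(dI-dC); started with 200 nM TAMRA/BHQ-2 forked duplex and 2 mM ATP. Unwinding read as fluorescence (525/598 nm), two reads 2 h apart.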
SMN2 splice enh – qHTS Assay for Enhancers of SMN2 Splice Variant Expression. HEK293 SMN2-luciferase splicing reporter, luminescence, 30-36 h. Potency, µM (highest dose often 46.1 µM), inactives show at the top dose activity change, positive = activation, hits mostly activators. 2.8% of 210,000 active; note: % of control where 0% means no effect; nearly all actives have a fitted effect of over 55% in size
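HEK293 cells carry an SMN2 […]–luciferase reporter in which exon 7 inclusion puts luciferase in frame. Cells were plated 10-12 h before compound addition, then incubated 30-36 h at 37C. ONE-Glo luminescence was read; sodium butyrate at 4.5 mM final served as control.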
LMNA splice mod – qHTS Assay for Modulators of Lamin A Splicing; HeLa LMNA splicing GFP/RFP minigene ratio, 48 h; Potency, µM (top dose mostly 46.1 µM), without a hit: at the highest dose ratio change, negative = inhibition, most hits filed as inhibitors; 0.01% of 200,000 active; AID 1487, 2009; active = well fitted inhibition curve with a large enough effect in the signal ratio, with a control signal flat, not every such curve was filed as active; inconclusive = small, poorly fitted or top-dose-only effect, or effect the other way, or a change in a side signal; the % refers to the signal ratio; note: % is set by controls: 0 for no effect and ±100 for the full control effect
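S3 HeLa cells stably expressing lamin A-EGFP splicing minigene plus DsRed2, 600 cells/well, 48 h compound exposure at 37C. Laser-scanning cytometry; analysed as GFP (500-530 nm)/RFP (575-640 nm) total intensity ratio; 0.5% DMSO vehicle.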
RGS12 GoLoco inh – qHTS Assay for Inhibitors of RGS12 GoLoco Motif Activity (Red Fluorophore) | Guanine nucleotide-binding protein G(i) subunit alpha-1 (Homo sapiens), P63096 | Gai1:RGS12 GoLoco peptide FP, rhodamine, 10 min | 0.44% of 230,000 active | Potency, µM (titrated, usually from 61.6 µM), for inactives: at the highest dose activity, negative = inhibition, actives largely listed as inhibitors | AID 880, 2007; active = well fitted inhibition curve with a large enough effect, not every such curve was filed as active; inactive = no such curve, though single readings can be large or run the other way; note: % is set by controls: 0 for no effect and ±100 for the full control effect; nearly all actives have a fitted effect of over 30% in size; many of its hits are not listed in these tables
KDM4E inh – qHTS Assay for Inhibitors of Human Jumonji Domain Containing 2E (JMJD2E); Lysine-specific demethylase 4E (Homo sapiens), B2RXH2; JMJD2E catalytic domain, FDH-coupled NADH fluorescence (FDH is formaldehyde dehydrogenase); Potency, µM (top dose mostly 57.1 µM), inactives show top-dose activity change, negative = inhibition, actives largely listed as inhibitors; 1.6% of 230,000 active; AID 2147, 2009; active = well fitted inhibition curve with a large enough effect, not every such curve was filed as active; inconclusive = small, poorly fitted or top-dose-only effect, or another doubt; inactive = no such curve, though single readings can be large or run the other way;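 note: 0% = wells with enzyme and -100% = buffer wells without enzyme; nearly all actives have a fitted effect of over 50% in size; many of its hits are not listed in these tables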
Target sequence (B2RXH2 1-337 limits assumed): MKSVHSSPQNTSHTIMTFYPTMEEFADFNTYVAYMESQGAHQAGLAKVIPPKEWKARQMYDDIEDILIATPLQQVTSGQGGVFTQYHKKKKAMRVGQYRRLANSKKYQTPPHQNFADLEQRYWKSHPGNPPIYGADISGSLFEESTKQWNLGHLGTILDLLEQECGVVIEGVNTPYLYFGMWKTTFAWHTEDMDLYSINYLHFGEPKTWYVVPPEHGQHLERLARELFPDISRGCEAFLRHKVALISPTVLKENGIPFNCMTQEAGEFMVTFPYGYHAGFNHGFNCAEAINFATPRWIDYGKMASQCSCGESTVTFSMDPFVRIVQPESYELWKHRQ
ALDH1A1 inh – qHTS Assay for Inhibitors of Aldehyde Dehydrogenase 1 (ALDH1A1) | 7.3% of 220,000 active | Purified ALDH1A1, NADH fluorescence, propionaldehyde substrate | Potency, µM (top dose mostly 75.3 µM), inactives show at the top dose activity, negative = inhibition, actives largely listed as inhibitors; active = well fitted inhibition curve with a large enough effect, not every such curve was filed as active; inconclusive = small, poorly fitted or top-dose-only effect, or another doubt; inactive = no such curve, though single readings can be large or run the other way;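 note: plate controls were no enzyme wells and a reference inhibitor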
Target sequence (P00352 whole entry, looked up): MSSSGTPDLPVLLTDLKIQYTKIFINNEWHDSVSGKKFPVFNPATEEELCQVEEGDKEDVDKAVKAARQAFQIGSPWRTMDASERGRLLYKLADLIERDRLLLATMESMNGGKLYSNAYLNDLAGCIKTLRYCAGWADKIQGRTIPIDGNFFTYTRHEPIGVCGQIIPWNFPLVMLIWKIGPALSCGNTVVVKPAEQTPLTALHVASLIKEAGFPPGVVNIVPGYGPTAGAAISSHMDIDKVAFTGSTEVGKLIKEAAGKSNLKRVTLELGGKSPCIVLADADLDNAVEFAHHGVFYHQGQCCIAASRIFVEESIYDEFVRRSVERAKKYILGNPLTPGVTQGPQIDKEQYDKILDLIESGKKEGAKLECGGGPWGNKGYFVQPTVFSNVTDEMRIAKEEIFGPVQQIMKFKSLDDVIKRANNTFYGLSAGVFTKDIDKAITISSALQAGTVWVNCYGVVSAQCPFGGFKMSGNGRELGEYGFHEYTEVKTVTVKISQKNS
TexasRed fluor – Total Fluorescence Counterscreen for Inhibitors of the Interaction of Thyroid Hormone Receptor and Steroid Receptor Coregulator 2; TRb/SRC2 Texas Red total fluorescence interference; Potency, µM (series often up to 106 µM), inactives show top-dose fluorescence change, negative = quenching; 0.29% of 280,000 active; active = well fitted curve in either direction with a large enough effect; inconclusive = small, poorly fitted or top-dose-only effect; note: % is set by controls: 0 for no effect and ±100 for the full control effect
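Human TRb ligand-binding domain at 0.6 uM with 20 nM Texas Red SRC2 peptide in Tris buffer containing 1 uM T3 and 5% DMSO, incubated with compound 5 h at ambient temperature. Total fluorescence (555/632 nm) calculated as parallel + 2 × perpendicular.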
Active calls of the source: *; i = inactive; ? = inconclusive; nt = not tested or not shown; [ ] = dose if it differs, or a comment. Unless noted, calls come from the whole dose curve; as a rule, active = well fitted curve in the direction sought with a large enough effect; inconclusive = small, poorly fitted or top-dose-only effect, or another doubt; inactive = no such curve, though single readings can be large; an effect the other way counts as inactive or inconclusive. Potency is the fitted concentration of half-maximal effect. A portion of the library, so the mix of outcomes need not match the whole.

SMILES	TRb SRC2 PPI	RECQ1 helicase	SMN2 splice enh	LMNA splice mod	RGS12 GoLoco inh	KDM4E inh	ALDH1A1 inh	TexasRed fluor
CC(C)(C)C(=O)Nc1ccc(C(=O)OC2CCCCC2)cc1	-1%	0%	35µM*	2%	3%	-7%	-17%	-3%
CC(=O)C1=C(C)NC(=O)NC1c1cc(Br)ccc1OCC#N (stereo not drawn)	-2%	-8%	14%	-1%	1%	-1%	-10%	1%
Cc1cc(-c2cccs2)nc(-n2cccc2)n1	6%	-6%	?	-6%	5%	-5%	-11%	0%
O=C(O)CCN1C(=O)c2ccc(NC(=O)c3ccco3)cc2C1=O	4%	23%	3%	?	26%	8%	?	-1%
CCOc1cc2c(C#N)c(N3CCNCC3)nc(N)c2c(N)n1	13%	-3%	?	-7%	11%	?	?	-2%
Cc1cc(NC(=O)c2cccc(S(=O)(=O)N3CCCC3)c2)no1	-4%	-4%	-11%	-12%	4%	6%	35µM*	-6%
O=C(C(Sc1ccccc1)c1ccccc1)N1CCOCC1 (stereo not drawn)	5%	-1%	4%	-2%	-2%	-2%	22%	3%
CN(C(=O)c1ccc(OC2CCN(CCc3ccccc3)CC2)cc1)C1CCOC1 (stereo not drawn)	9%	-1%	-11%	nt	9%	0%	12%	-2%
CCOCCN(C(=O)COC)c1cccc(OC)c1	-6%	i	9%	-2%	2%	9%	10%	-3%
OC(CNCc1ccco1)COc1ccccc1 (stereo not drawn)	4%	-4%	15%	8%	-1%	0%	13%	-1%
CN(C(=O)CC1C(=O)NCCN1Cc1ccoc1)C1CCOCC1 (stereo not drawn)	-4%	i	nt	nt	5%	0%	-2%	-3%
CC(C)(C)C(=O)Nc1ccnc(-c2cccnc2)n1	3%	-4%	-11%	6%	2%	2%	4%	1%
O=C(Cc1ccc(Br)cc1)N1CCN(c2ccccc2O)CC1	3%	-2%	-8%	-5%	15%	1%	?	0%
C[C@@H]1CC2(OC(O)[C@]3(C)O[C@H]23)O[C@H]2C[C@@]3(C)[C@@H]4CC[C@H]5C(C)(C)C(O[C@@H]6OC[C@@H](O)[C@H](O)[C@H]6O)CC[C@@]56C[C@@]46CC[C@]3(C)[C@@H]12 (stereo partly drawn)	1%	19%	21%	nt	2%	nt	-2%	-2%
OC1COC(OCc2ccccc2)C(O)C1O (stereo not drawn)	0%	i	nt	nt	-83%	0%	nt	-3%
CCCNC(=O)c1ccc2c(c1)ncn2-c1cc(C)cc(C)c1	-10%	8%	-28%	nt	0%	12%	2%	0%
COc1ccc(/C(N)=N/OC(=O)c2ccco2)cc1	9%	i	6.3µM*	-3%[46 µM]	2%	-2%	0%	1%
CCN1CCN(C(=S)Nc2cccc(Cl)c2)CC1	-2%	-3%	-2%	-20%[46 µM]	14%	6%	0%	0%
CC(C)NCc1nnc(-c2ccccc2Cl)o1	-1%	i	nt	nt	2%	16%	-8%	-4%
CCCc1cc(=O)oc2cc(C)c3c(C)coc3c12	1%	-1%	-17%	?	5%	?	?	-3%
CCN(CC)S(=O)(=O)c1cccc(-c2nnc(SCCOc3ccccc3C)o2)c1	-10%	-2%	-80%[inhibitor]	?	9%	-10%	-5%	-2%
COc1cc(O)c(C(C)=O)cc1OC	-15%	-15%	4%	-4%	8%	-8%	2%	-1%
CCOc1ccc(NC(=O)CSc2nnc(COc3c(C)cccc3C)o2)cc1	3%	-5%	-19%	-3%	10%	3%	1%	-1%
COC(=O)c1c(-n2cnnn2)sc(C)c1C	5%	-3%	16%	14%	2%	?	?	3%
C/C(=N/NC(=O)c1ccoc1C)c1cccc(NC(=O)C2CC2)c1	4%	0%	18%	?	-46%	23%	8%	1%

Next entries:
SMILES	TRb SRC2 PPI	RECQ1 helicase	SMN2 splice enh	LMNA splice mod	RGS12 GoLoco inh	KDM4E inh	ALDH1A1 inh	TexasRed fluor
Cc1ccc(C)n1-c1sc2c(c1C#N)CCC(C)C2 (stereo not drawn)	-5%	9%	0%	?	1%	4%	25µM*	-5%
CCS(=O)(=O)N1Cc2ccccc2CC1C(=O)Nc1nnc(SCc2ccc(F)cc2)s1 (stereo not drawn)	4%	2%	nt	?	-5%	6%	8%	-5%
O=C(CC1(O)C(=O)N(CCc2ccccc2)c2ccccc21)c1ccco1 (stereo not drawn)	-5%	i	0%	4%	-8%	-1%	?	12%
Cc1cccc2cc(CN(CC3CCCO3)C(=O)c3cnccn3)c(=O)[nH]c12 (stereo not drawn)	3%	-1%	1%	-7%	-2%	-21%	-12%	1%
CCSc1nsc(SCC)c1C(N)=O	-1%	-4%	7%	0%	8%	6%	-10%	-5%
O=C1/C(=C\c2ccco2)SC(=S)N1C1CCS(=O)(=O)C1 (stereo not drawn)	10%	?	nt	nt	24%	28µM*	22µM*	-9%
O=C(NNC(=O)c1ccccc1-c1ccccc1C(=O)O)c1cccc([N+](=O)[O-])c1	-4%[53 µM]	0%	10%	-4%	7%	0%	2%	0%[53 µM]
CC(C)c1ccccc1	-1%	-16%	3%	nt	1%	nt	-5%	-3%
O=C(CCCNS(=O)(=O)c1cccs1)N1CCc2ccccc2C1	-3%	10%	-13%	13%	-8%	-4%	?	-4%
O=C(OCc1cccc(F)c1)c1ccc2c(=O)n3c(nc2c1)CCC3	-6%	-10%	nt	nt	-6%	1%	nt	-3%
Nc1nc(C(=O)N2CCOCC2)nn1S(=O)(=O)c1ccc(Cl)cc1	5%	1%	-8%	13%	2%	-8%	18%	-6%
CC(C)C(=O)Nc1ncc2c(n1)CC(c1cccs1)CC2=O (stereo not drawn)	-19%	-6%	0%	-9%	3%	-2%	-5%	-3%
O=Cc1cc([N+](=O)[O-])ccc1N1CCOCC1	2%[53 µM]	0%	-4%	7%	3%	-5%	?	-1%[53 µM]
C/C=C/C(=O)Nc1cccc(C2=NOC3(C2)C[C@@H](C(N)=O)N(C(=O)C(c2ccccc2)c2ccccc2)C3)c1 (stereo partly drawn)	-2%	i	nt	nt	5%	5%	nt	-1%
OC(COCc1cccs1)CN1CCN(c2cccc(C(F)(F)F)c2)CC1 (stereo not drawn)	8%	-3%	-5%	0%	1%	1%	-3%	1%
O=c1c2ccccc2c(-c2ccccc2)nn1Cc1c(Cl)cccc1Cl	6%	-2%	-19%	3%	3%	-12%	?	0%
CCOC(=O)c1ccc(-n2c(O)c(/C=N/NC(=O)C3COc4ccccc4O3)c3ccccc3c2=O)cc1 (stereo not drawn)	-6%	-5%	-57%[inhibitor]	?	67%[activator]	25µM*	-15%	2%
COc1ccc(C2(CNC(=O)c3ccc(Br)o3)CCOCC2)cc1	-6%	i	?	5%	4%	-2%	-2%	-1%
CCSc1nnc(-c2cccs2)o1	-8%	-18%	-7%	0%	7%	?	-13%	1%
NC(=O)CN1C(=O)C(O)(CC(=O)/C=C\c2ccc3c(c2)OCO3)c2ccccc21 (stereo not drawn)	1%	-1%	11%	nt	4%	-25%	?	-2%
Cn1c(=O)c([N+](=O)[O-])c(NCc2ccc3c(c2)OCO3)c2ccccc21	8%	i	nt	nt	-4%	6%	nt	-3%
CN(C)c1ccc(C2CC(=O)NC3=C2C(=O)CC(C)(C)C3)cc1 (stereo not drawn)	-2%	-5%	-2%	-9%	-6%	-24%	-3%	-4%
O=C(c1ccc(N2CCN(CCO)CC2)nc1)N1CCOCC1	-5%	i	5%	2%	7%	-3%	5%	-3%
CCCCN(CCCC)C(=O)c1cc(Cl)ccc1[N+](=O)[O-]	5%	-5%	-8%	-13%	6%	0%	-9%	-4%
COC(CC(=O)NNC(=S)Nc1ccc(Cl)cc1)OC	7%	-2%	8%	28%[9.22 µM]	1%	-5%	-4%	3%

Record cards (already shown). Order of values: TRb SRC2 PPI	RECQ1 helicase	SMN2 splice enh	LMNA splice mod	RGS12 GoLoco inh	KDM4E inh	ALDH1A1 inh	TexasRed fluor
O=C(NNC(=O)c1ccccc1-c1ccccc1C(=O)O)c1cccc([N+](=O)[O-])c1 is listed with -4%[53 µM]	0%	10%	-4%	7%	0%	2%	0%[53 µM]
CC(C)C(=O)Nc1ncc2c(n1)CC(c1cccs1)CC2=O (stereo not drawn) is listed with -19%	-6%	0%	-9%	3%	-2%	-5%	-3%

Next part.
SMILES	TRb SRC2 PPI	RECQ1 helicase	SMN2 splice enh	LMNA splice mod	RGS12 GoLoco inh	KDM4E inh	ALDH1A1 inh	TexasRed fluor
COC(=O)C1(C(=O)OC)NOC2C(=O)N(N(C)c3ncc(C(F)(F)F)cc3Cl)C(=O)C21 (stereo not drawn)	-1%	i	8%	nt	6%	9%	-2%	-1%
CS(=O)(=O)NCCNc1ccc(Cl)cc1[N+](=O)[O-]	-6%	2%	-48%[inhibitor]	nt	3%	3%	-2%	-1%
O=c1c(Br)c(N2CCCCC2)cnn1-c1ccccc1	-4%	i	nt	nt	7%	-3%	3%	-3%
COc1cccc(C(c2sc3ncnn3c2O)N2CCc3ccccc3C2)c1 (stereo not drawn)	10%	-1%	1%	?	1%	10%	?	-4%
COCCn1c(=O)cnc2cnc(N3CCNCC3)nc21	nt	-1%	-11%	nt	6%	nt	?	nt
C=CCC(C)(O)c1cccc(C(F)(F)F)c1 (stereo not drawn)	-2%	-6%	-4%	nt	4%	13%	0%	-1%
COc1cccc(CNC(=O)C2CCCN(S(C)(=O)=O)C2)c1 (stereo not drawn)	-7%	-2%	3%	17%	2%	1%	12%	-5%
COc1ccc(C(=N/O)/C(=N/O)c2ccc(OC)cc2)cc1	3%	-6%	?	-1%	5%	2%	?	-2%
